Screening results (PubChem)
Rv3671c protease: Rv3671c (M. tuberculosis) protease inhibition | P9WHR9 | inhibition, % at 5.96 µM | 0.048% of 320,000 active; in the data active = inhibition above about 38%;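 note: extracellular domain of Rv3671c used as enzyme; 0% = enzyme with DMSO and 100% = no enzyme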
Target sequence (P9WHR9 whole entry, looked up, the tested form may be a part): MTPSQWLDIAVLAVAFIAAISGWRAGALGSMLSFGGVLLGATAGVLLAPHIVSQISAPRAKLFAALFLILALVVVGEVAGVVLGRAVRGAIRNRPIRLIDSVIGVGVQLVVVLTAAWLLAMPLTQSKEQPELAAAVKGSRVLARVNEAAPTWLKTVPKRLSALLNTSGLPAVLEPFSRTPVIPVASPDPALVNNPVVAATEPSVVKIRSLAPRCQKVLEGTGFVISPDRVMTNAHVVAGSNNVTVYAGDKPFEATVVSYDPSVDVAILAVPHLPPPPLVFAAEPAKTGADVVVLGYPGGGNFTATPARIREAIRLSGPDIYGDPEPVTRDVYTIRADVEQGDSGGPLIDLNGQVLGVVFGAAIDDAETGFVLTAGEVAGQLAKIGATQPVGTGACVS
Yp Topo-I inh: Y. pestis Topo-I inhibition via cleavage products | Y. pestis Topo-I cleavage product accumulation, plate reader | 0.064% of 360,000 active | activity, % at 10 µM; in the data active = activity above about 50%, passing the limit was not always enough; note: inactives centre near 2
MazF activator: increases E. coli MazEF RNase cleavage of RNA | P0AE70 | FAM/BHQ RNA-DNA oligo cleavage fluorescence, 5 h | activation, % at 20 µM | 0.32% of 350,000 active | AID 504720; in the data active = activation above about 50%
Target sequence (P0AE70 whole entry, looked up): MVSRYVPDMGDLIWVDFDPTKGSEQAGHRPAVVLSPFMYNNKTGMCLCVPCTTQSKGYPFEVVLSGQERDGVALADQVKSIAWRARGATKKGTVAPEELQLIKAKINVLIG
PfHsp40 rescue: rescue of PfHsp40-mediated yeast toxicity; growth rescue, % at 12.5 µM; S. cerevisiae expressing PfHsp40, growth rescue, ATP luminescence; 0.68% of 340,000 active; in the data active = growth rescue above about 28%, passing the limit was not always enough;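 note: yeast W303a lacking pdr1 and pdr3 grown in galactose medium; growth measured after three days at 30 °C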
SSB-PriA inh: blocks PriA binding to SSB C-terminal tail; 0.6% of 430,000 active; inhibition, % at 33 µM; AlphaScreen SSBct-PriA binding, biotinylated peptide; AID 1272365; in the data active = inhibition mostly above about 37%, no sharp cut-off; inactive = mostly below about 20%;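 note: plate controls were negative control peptide for no effect and reference peptide for full effect; strong numbers were not always called active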
Vc quorum ag: inducers of Vibrio cholerae quorum light production without autoinducers | V. cholerae BH1578 lux reporter, luminescence, 6 h | activation, % at 18.7 µM | 0.16% of 350,000 active | AID 588436; in the data active = activation mostly above about 9.7%, no sharp cut-off; note: not every result past the cut was called active; inactives centre near 0; reference of the scale not given here
3CLpro inhibitor: SARS-CoV 3CLpro protease inhibition; 0.14% of 290,000 active; P0C6X7; AID 1706; recombinant SARS-CoV 3CLpro, quenched FRET peptide cleavage; inhibition, % at 6 µM; in the data active = inhibition above about 12%
DUSP3 inh: inhibitors of human VHR1 phosphatase (DUSP3) | 0.52% of 290,000 active | inhibition, % at 13.3 µM | recombinant VHR phosphatase, pNPP absorbance | AID 1654; in the data active = inhibition above about 50%; note: some compounds called inactive have numbers as strong as hits
Target sequence (P51452 whole entry, looked up): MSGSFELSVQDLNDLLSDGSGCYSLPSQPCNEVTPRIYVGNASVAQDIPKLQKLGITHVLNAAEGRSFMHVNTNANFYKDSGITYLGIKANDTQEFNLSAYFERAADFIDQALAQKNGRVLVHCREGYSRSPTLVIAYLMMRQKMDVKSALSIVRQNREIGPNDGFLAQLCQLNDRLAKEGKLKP
TcdB inh: inhibitors of Clostridioides difficile toxin B glycohydrolase; AID 652162; P18177; 0.24% of 350,000 active; TcdB glycohydrolase enzymatic assay, plate reader; inhibition, % at 9.99 µM; in the data active = inhibition above about 10%
Anthrax LF inh2: blocks Bacillus anthracis lethal factor protease | P15917 | multiplex microsphere protease cleavage assay, LF | inhibition, % at 10 µM | 0.12% of 360,000 active | AID 588501; in the data active = inhibition above about 30%; note: plate controls were buffer without enzyme for full effect and enzyme alone for no effect
An asterisk follows results filed as active; i = inactive; . = not tested or not shown; & = joins results of further samples. Some of the compounds tested (hit frequency here may not be typical).

Start of the data: the first 8 entries, to show the layout:
1) CCN(c1ccc(OCC(=O)OCC(=O)c2c(N)n(C)c(=O)n(C)c2=O)cc1)S(=O)(=O)c1ccccc1
2) CCCc1cc(-c2n[nH]c(C(=O)OCC)c2-c2cscn2)c(O)cc1O
3) COc1cc(/C=N/NC(=O)Cn2cnc3c2c(=O)n(C)c(=O)n3C)ccc1O
4) CN1C(=O)[C@H]2[C@@H](c3ccc(C(F)(F)F)cc3)N[C@]3(CCCN(Cc4cccn4C)C3=O)[C@H]2C1=O
5) COc1cc(/C=C/C(=O)OCC(=O)Nc2ccc(S(N)(=O)=O)cc2)ccc1O
6) Cc1ccc(OCC(=O)NCCCNC(=O)c2cnccn2)cc1C
7) CC1(C)NC(=O)N(c2ccc([N+](=O)[O-])c(C(F)(F)F)c2)C1=O
screen / no.	1	2	3	4	5	6	7
Rv3671c protease	-10	2	-8	.	1	-2	0
Yp Topo-I inh	0	17	-3	8	-7	5	0
MazF activator	2	-2	7	5	11	-4	11
PfHsp40 rescue	0.2	1.2	-0.2	.	-0.3	0.5	-1.1
SSB-PriA inh	-16	8	.	.	-8	5	-1
Vc quorum ag	-2.1	-0.4	-0.4	1.0	i	-0.3	-0.3
3CLpro inhibitor	-2	-4	-1	.	0	0	.
DUSP3 inh	-8	24	9	.	12	-8	.
TcdB inh	-0.6	22*	7.9	-7.0	4.8	0.9	0.8
Anthrax LF inh2	-3	-3	-3	3	-1	6	2

8) Cc1ccc(S(=O)(=O)C2(C(=O)NC3CCCCC3)CC2)cc1
screen / no.	8
Rv3671c protease	7
Yp Topo-I inh	3
MazF activator	9
PfHsp40 rescue	-0.9
SSB-PriA inh	-20
Vc quorum ag	-0.6
3CLpro inhibitor	0
DUSP3 inh	-7
TcdB inh	-4.1
Anthrax LF inh2	-1

This part in full, from the start:
1) CCN(c1ccc(OCC(=O)OCC(=O)c2c(N)n(C)c(=O)n(C)c2=O)cc1)S(=O)(=O)c1ccccc1
2) CCCc1cc(-c2n[nH]c(C(=O)OCC)c2-c2cscn2)c(O)cc1O
3) COc1cc(/C=N/NC(=O)Cn2cnc3c2c(=O)n(C)c(=O)n3C)ccc1O
4) CN1C(=O)[C@H]2[C@@H](c3ccc(C(F)(F)F)cc3)N[C@]3(CCCN(Cc4cccn4C)C3=O)[C@H]2C1=O
5) COc1cc(/C=C/C(=O)OCC(=O)Nc2ccc(S(N)(=O)=O)cc2)ccc1O
screen / no.	1	2	3	4	5
Rv3671c protease	-10	2	-8	.	1
Yp Topo-I inh	0	17	-3	8	-7
MazF activator	2	-2	7	5	11
PfHsp40 rescue	0.2	1.2	-0.2	.	-0.3
SSB-PriA inh	-16	8	.	.	-8
Vc quorum ag	-2.1	-0.4	-0.4	1.0	i
3CLpro inhibitor	-2	-4	-1	.	0
DUSP3 inh	-8	24	9	.	12
TcdB inh	-0.6	22*	7.9	-7.0	4.8
Anthrax LF inh2	-3	-3	-3	3	-1

6) Cc1ccc(OCC(=O)NCCCNC(=O)c2cnccn2)cc1C
7) CC1(C)NC(=O)N(c2ccc([N+](=O)[O-])c(C(F)(F)F)c2)C1=O
8) Cc1ccc(S(=O)(=O)C2(C(=O)NC3CCCCC3)CC2)cc1
9) Cc1ccsc1/C=N/N1CCN(Cc2ccccc2)CC1
10) COc1ccc(C2/C(=C(/O)c3ccc(C)cc3)C(=O)C(=O)N2CCCN2CCOCC2)cc1 (stereo not drawn)
screen / no.	6	7	8	9	10
Rv3671c protease	-2	0	7	5	-2
Yp Topo-I inh	5	0	3	10	7
MazF activator	-4	11	9	3	9
PfHsp40 rescue	0.5	-1.1	-0.9	0.5	1.4
SSB-PriA inh	5	-1	-20	.	.
Vc quorum ag	-0.3	-0.3	-0.6	-0.3	-0.5
3CLpro inhibitor	0	.	0	1	2
DUSP3 inh	-8	.	-7	11	14
TcdB inh	0.9	0.8	-4.1	-5.3	0.8
Anthrax LF inh2	6	2	-1	2	.

11) CC1(C)CC2(C)OCCN2C(=S)N1 (stereo not drawn)
12) C=C(C)Cn1c2ccc(NC(=O)CCc3cccc(Cl)c3)cc2c(=O)n1C
13) CC1CCCC(NC(=O)C2CCC(CNc3c(N4CCCCC4)c(=O)c3=O)CC2)C1C (stereo not drawn)
14) O=C(CN1CCc2cc3c(cc2C1)OCCCO3)Nc1c(F)cccc1F
15) O=C1NC(=O)N(c2ccc(Cl)cc2)C(=O)/C1=C\c1ccc(Sc2nc3ccccc3[nH]2)o1
screen / no.	11	12	13	14	15
Rv3671c protease	6	.	-11	-6	-205
Yp Topo-I inh	-6&-6	22	-8	9	-7
MazF activator	-2&3	.	-10	-1	-30
PfHsp40 rescue	0.1	.	1.2	-0.4	-1.5
SSB-PriA inh	1	.	-3	-7	-7
Vc quorum ag	i	i	-2.2	-0.4	-0.2
3CLpro inhibitor	-3	.	-5	-4	-4
DUSP3 inh	21	.	-5	18	0
TcdB inh	1.2&2.1	-1.2	-0.1	-0.2	0.7
Anthrax LF inh2	-12&-24	-4	-1	-1	0

16) Cn1c(Cn2nnc3ccccc32)nnc1SCC(N)=O
17) CCCc1c(O)c2ccccc2[nH]c1=O
18) CCOC(=O)N1CCN(C(=O)c2ccc(CS(=O)(=O)c3ccccc3OC)o2)CC1
19) Cc1cc(C(=O)CSc2nnc(N)s2)c(C)n1CCc1ccc(F)cc1
20) C=CCn1c(SCCC(=O)O)nnc1-c1cccs1
screen / no.	16	17	18	19	20
Rv3671c protease	-1	-2	7	-1	5
Yp Topo-I inh	-10	-4	-3	2	-5
MazF activator	1	-3	-6	-7	2
PfHsp40 rescue	-0.1	0.3	-0.8	1.1	0.8
SSB-PriA inh	-6	-1	-8	-19	-6
Vc quorum ag	i	-5.9	i	.	i
3CLpro inhibitor	-3	0	-5	1	0
DUSP3 inh	13	38	10	-18	13
TcdB inh	-0.4	.	0.7	.	.
Anthrax LF inh2	-5	0	-2	2	0

21) CN(c1ccc(C(=O)NCc2cccnc2)cc1)S(=O)(=O)c1ccc(Cl)cc1
22) CC(C)C[C@H]1CN([C@@H](CC(C)C)CN2CCC[C@@H]2CN2C(=O)C(=O)NC[C@@H]2Cc2ccccc2)C(=O)C(=O)N1CCc1ccccc1
23) Cc1cc(OC(=O)c2c(C)cc(OC(=O)c3c(C)cc(O)cc3O)cc2O)cc(O)c1C(=O)O
24) COc1ccc(S(=O)(=O)N(C)C[C@H]2Oc3ncc(-c4ccncc4)cc3C(=O)N([C@@H](C)CO)C[C@@H]2C)cc1
25) O=C(COc1ccccc1)Nc1ccc(CN2CCCCC2)cc1
screen / no.	21	22	23	24	25
Rv3671c protease	12	.	-38	.	-4
Yp Topo-I inh	19	31	-15	12	-5
MazF activator	5	0	8	9	-1
PfHsp40 rescue	0.5	0.1	-0.5	.	-0.4
SSB-PriA inh	9	-1	0	.	-10
Vc quorum ag	-0.2	i	-0.7	0.4	-0.3
3CLpro inhibitor	7	.	.	.	-1
DUSP3 inh	14	.	.	.	22
TcdB inh	1.3	1.5	0.5	0.0&-0.2&0.8	1.2
Anthrax LF inh2	-2	-3	-2	0	4

26) Cc1cc(C)c2nc(SCC(=O)NCCN3C(=O)CSC3=O)cc(C)c2c1
27) O=S(=O)(Nc1ccc(-n2cnnn2)cc1)c1cccs1
28) CN(CC(=O)Nc1cccc(F)c1)C(=O)Cc1ccsc1
29) CC1(CC(=O)N/N=C/c2cc([N+](=O)[O-])c(O)cc2O)OCCO1
screen / no.	26	27	28	29
Rv3671c protease	-2	3	.	5
Yp Topo-I inh	4	-5	4	-14
MazF activator	0	-2	3	5
PfHsp40 rescue	2.7	0.8	.	-2.9
SSB-PriA inh	-14	-5	.	.
Vc quorum ag	0.8	-1.7	1.2	-0.2
3CLpro inhibitor	1	.	.	9
DUSP3 inh	22	.	.	15
TcdB inh	2.1	1.5	2.1	-12
Anthrax LF inh2	0	-4	1	-4
